Bioassay records deposited in PubChem by several laboratories.
GlmU inhibition = inhibition of mycobacterial GlmU enzyme – biochemical, glucosamine-1-phosphate acetyltransferase (AID 1376); M. tuberculosis GlmU acetyltransferase enzyme assay; higher % means a stronger effect; inhibition, %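 (tested at 30 µM in the primary screen)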; hits with a dose series show IC50 in µM; 220,000 compounds, 0.25% hits; in the data active means inhibition above about 13%; inconclusive means no clear call, values can overlap the other calls;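 further: 0% = complete reaction with vehicle and 100% = reaction without substrate; strong numbers were not always called active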
RmlCD inh 1536 = inhibitors of Mycobacterium tuberculosis RmlC and RmlD coupled enzymes | RmlC+RmlD coupled enzyme assay, percent inhibition; primary screen in compound mixtures | P9WH09+P9WH11 | inhibition, % at 3.6 µM | 160,000 compounds, 0.03% hits; in the data active means inhibition mostly above about 34%, no sharp cut-off; inconclusive means no clear call, values can overlap the other calls; inactive means mostly below about 22%; further: some results filed as inactive read as strong as hits
Target sequence (P9WH09 whole entry, looked up): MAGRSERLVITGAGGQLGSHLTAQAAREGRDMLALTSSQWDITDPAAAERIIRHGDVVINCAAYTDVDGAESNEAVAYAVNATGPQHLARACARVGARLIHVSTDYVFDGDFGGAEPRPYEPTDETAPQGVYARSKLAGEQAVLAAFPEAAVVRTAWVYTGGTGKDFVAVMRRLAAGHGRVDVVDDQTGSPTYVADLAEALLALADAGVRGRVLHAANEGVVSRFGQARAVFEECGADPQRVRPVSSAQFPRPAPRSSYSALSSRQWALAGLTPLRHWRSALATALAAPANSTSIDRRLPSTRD
Target sequence (P9WH11 whole entry, looked up): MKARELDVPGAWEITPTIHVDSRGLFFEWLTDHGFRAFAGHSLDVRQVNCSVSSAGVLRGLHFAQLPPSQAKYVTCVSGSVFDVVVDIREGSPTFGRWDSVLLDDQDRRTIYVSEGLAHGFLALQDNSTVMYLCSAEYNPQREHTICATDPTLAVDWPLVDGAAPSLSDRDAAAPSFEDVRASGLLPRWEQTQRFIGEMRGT
An asterisk follows results filed as active; ? = inconclusive; . = not tested or not shown. This is a subset; count on the stated rates, not on these rows.

Structure	GlmU inhibition	RmlCD inh 1536
O=C(COC(=O)c1nn(-c2ccccc2)c(=O)c2ccccc12)NC1CCS(=O)(=O)C1 (stereo not given)	1.6%	5
COCCn1c(SCC(=O)OCc2ccccc2)nc2c1c(=O)[nH]c(=O)n2C	0.0%	.
Fc1ccc2c(c1)C(c1ccc(N3CCOCC3)cc1)=NNC(c1cccs1)=N2	-0.8%	-8
CC1(OC(=O)CCc2ccccc2)C(=O)C=C2C=C(c3ccc(C#N)cc3)N(C3CCCC3)C=C2C1=O (stereo not given)	4.9%	.
Cc1cc(-c2n[nH]c(=S)n2/N=C/c2c[nH]c3ccccc23)n[nH]1	7.8%	8
c1ccc2oc(-c3ccc4nc[nH]c4c3)nc2c1	1.1%	.
O=C(NOC(=O)c1ccccc1F)c1ccc(OC(F)F)cc1	2.5%	-3
COc1ccc(C2=NN(C(=O)c3cccnc3)C(c3ccccc3)C2)cc1 (stereo not given)	3.9%	-11

The results go on:
Structure	GlmU inhibition	RmlCD inh 1536
O=C(Cc1c(F)cccc1Cl)Nc1cccnc1	-1.6%	.
COc1cc(NC(=S)NCc2ccco2)cc(OC)c1OC	-1.1%	8
O=C(NCCN1CCOCC1)C1CCN(c2ncnc3c2sc2cccc(F)c23)CC1	2.8%	3
Cc1ccc(N2CC(C(=O)Nc3c(C)n(C)n(-c4ccccc4)c3=O)CC2=O)cc1 (stereo not given)	8.1%	9
NC(N)=NC(N)=Nc1ccc(SC(F)(F)F)cc1	-11%	0
CCCCn1c(=O)[nH]c(=O)c2c1nc(-c1ccc(C)c([N+](=O)[O-])c1)n2CC	-4.2%	-6
Cc1cccn2c(=O)c3cc(C(=O)NCCCn4ccnc4)n(C)c3nc12	.	22
Cc1nn(Cc2ccccc2)c(Cl)c1C(=O)Nc1ccc(OC(F)(F)F)cc1	-0.7%	-5

Fetched one by one from above (two):
Structure	GlmU inhibition	RmlCD inh 1536
COc1ccc(C2=NN(C(=O)c3cccnc3)C(c3ccccc3)C2)cc1 (stereo not given)	3.9%	-11
O=C(NOC(=O)c1ccccc1F)c1ccc(OC(F)F)cc1	2.5%	-3

(more compounds)
Structure	GlmU inhibition	RmlCD inh 1536
Nc1c(-c2ccccc2)c(CSc2nc3ccccc3[nH]2)nn1-c1cccc(C(=O)O)c1	-3.9%	9
COc1ccc(C2C(C(=O)O)c3ccccc3C(=O)N2Cc2ccco2)cc1 (stereo not given)	3.3%	13
COc1ccccc1N(CC(=O)NCC1CCCO1)C(=O)CCC(=O)Nc1nccs1 (stereo not given)	3.3%	.
CCCSCCCNC(=O)c1cc2c(s1)CS(=O)(=O)C2	-0.6%	7
CC(C)c1ccc(NC(=O)C2=NNC(=O)CC2)cc1	.	4
O=C(CCCN1CCC2(CC1)C(=O)NCN2c1ccccc1)c1ccc(F)cc1	-1.2%	.
CCOC(=O)COc1ccc(C2NC(C(=O)O)CS2)cc1 (stereo not given)	0.2%	.
Cc1c(C(=O)N(Cc2cccs2)C2CCS(=O)(=O)C2)oc2ccccc12 (stereo not given)	0.3%	74

Following part
Structure	GlmU inhibition	RmlCD inh 1536
O=C(Oc1cc(-c2ccccc2)no1)c1ccc(F)cc1	2.5%	-1
CN1CCC(OC(=O)C23CCC(C)(C(=O)O2)C3(C)C)CC1 (stereo not given)	-0.1%	.
O=C(/C=C/c1ccc2c(c1)OCO2)Nc1cc(S(=O)(=O)N2CCOCC2)ccc1N1CCOCC1	2.6%	-1
CCC1=C(OC(=O)N(CC)CC)N2C(=O)OC(=NCC(=O)OC)[C@]2(C)[C@H]2C1=CC[C@H]1C(=O)N(C)C(=O)[C@H]12	-0.4%	.
Cc1ccn2c(CN3CCOCC3)c(-c3ccccc3)nc2c1	0.3%	14
O=C1c2ccccc2C(Nc2ccc(F)c(Cl)c2)N1Cc1ccco1 (stereo not given)	-1.8%	.
COCCNC(=O)CCc1c(C)nc2c(-c3ccc(F)cc3)c(C)nn2c1C	6.9%	12
O=C(c1ccco1)N1CCCN(Cc2nc(-c3ccc4c(c3)OCO4)no2)CC1	-2.1%	-10

Continued:
Structure	GlmU inhibition	RmlCD inh 1536
COc1ccc(CCN(Cc2ccccn2)C(=S)Nc2ccccc2C)cc1OC	4.7%	28
O=C(CN(C(=O)CSc1nnc(COc2ccccc2)o1)c1ccc(F)cc1)NC1CCCC1	-3.2%	.
CCOc1ccc(N(CC(=O)NCCc2ccc(Cl)cc2)S(=O)(=O)c2c(C)[nH]c(=O)[nH]c2=O)cc1	-1.0%	41
CC(=O)c1cccc(NC(=O)C2C3C=CC(C3)C2C(=O)O)c1 (stereo not given)	1.5%	3
Cc1ccc2oc(=O)cc(CN3CCOCC3)c2c1	-0.2%	.
CN1CCN(c2ccccc2NC(=O)c2sc3ccccc3c2Cl)CC1	0.1%	3
CCN1C(=O)C(CC(=O)Nc2ccc(OC)cc2)N(CCc2ccc(F)cc2)C1=S (stereo not given)	-1.9%	11
CC(=O)c1cccc(NC(=S)NNC(=O)c2ccco2)c1	2.5%	4

(more compounds)
Structure	GlmU inhibition	RmlCD inh 1536
O=C(NCc1ccncc1)C(=O)NCC(c1ccco1)N1CCN(c2ccc(F)cc2)CC1 (stereo not given)	9.3%	3
CCOC(=O)CC(=O)CSc1ncnc2c1cnn2-c1ccccc1	5.9%	.
CC(C)(C)C(=O)N1CCN(c2ccc([N+](=O)[O-])c(NCC3CCCO3)c2)CC1 (stereo not given)	1.5%	-2
Cc1ccc(C(=O)NCC(=O)NCC(=O)OCC(=O)c2ccc(Br)cc2)cc1	-2.6%	-6
CC(=O)N1CCN(c2ccc(Oc3ncnc4sccc34)cc2)CC1	1.4%	-2
O=C(/C=C/c1ccccc1[N+](=O)[O-])NCCc1ccc(F)cc1	0.3%	5
O=C(O)CC(CC(=O)Nc1ccc(F)c(Cl)c1)c1ccc(Cl)cc1Cl (stereo not given)	-3.0%	.
CC(C)c1cc(C(=O)N/N=C/c2cccnc2)n[nH]1	5.6%	-10

Next records.
Structure	GlmU inhibition	RmlCD inh 1536
O=C(NC(=S)N1CCN(c2ccc([N+](=O)[O-])cc2)CC1)c1ccco1	2.3%	-4
Cc1nnc(NC(=O)CSc2nnc(NC(=O)C(C)(C)C)s2)s1	2.9%	-6
O/N=C1\CCSc2ccc(F)cc21	0.0%	-5
O=C(CSc1nnc(-c2ccncc2)n1C1CCCCC1)Nc1ccccc1	2.3%	.
Cc1ccc([N+](=O)[O-])cc1NC(=O)CN(C1CCCCC1)S(=O)(=O)c1ccc(Cl)cc1	-2.9%	6
COC(=O)c1c(NC(=S)Nc2cc(OC)c(Cl)cc2OC)sc2c1CCCCC2	5.6%	2
O=C(Nc1cccc(-c2cn3ccccc3n2)c1)c1ccccc1	-1.6%	6
Nc1nc(SCc2ccc(Cl)cc2)[nH]c(=O)c1-c1ccccc1	2.7%	.

Other structures.
Structure	GlmU inhibition	RmlCD inh 1536
O=C(NCCN1C(=O)S/C(=C\c2ccccc2)C1=O)c1cc(S(=O)(=O)N2CCOCC2)c(Cl)cc1Cl	0.8%	8
CCOc1ccc2[nH]c(=O)c(CN(Cc3cccnc3)C(=O)Nc3ccccc3OC)cc2c1	9.4%	.
CC(C)(C)CC(=O)Nc1cc(S(=O)(=O)N2CCOCC2)ccc1N1CCCC1	-4.8%	0
CC(=O)c1cc(F)c(N2CCN(C(=O)c3ccco3)CC2)cc1C	-0.5%	.
CSc1nsc(/C=C/Nc2ccc(O)cc2C)c1C#N	-2.5%	-12
O=C1C2ON(c3ccccc3)C(c3ccncc3)C2C(=O)N1c1ccc(N2CCOCC2)cc1 (stereo not given)	2.5%	-4
Cc1ccc(NC(=O)Nc2nnc(-c3ccncc3)s2)cc1C	2.1%	0
COC(=O)c1ccc(CSc2nnc(CNC(=O)c3ccccc3F)o2)o1	2.9%	30

Entries of single compounds as entered above.
O=C(O)CC(CC(=O)Nc1ccc(F)c(Cl)c1)c1ccc(Cl)cc1Cl (stereo not given) as listed: GlmU inhibition: -3.0%; RmlCD inh 1536: .
CC1(OC(=O)CCc2ccccc2)C(=O)C=C2C=C(c3ccc(C#N)cc3)N(C3CCCC3)C=C2C1=O (stereo not given) as listed: GlmU inhibition: 4.9%; RmlCD inh 1536: .

(more compounds)
Structure	GlmU inhibition	RmlCD inh 1536
COc1ccc(S(=O)(=O)NCC2CCCN(C(=O)c3cccnc3C)C2)cc1 (stereo not given)	3.0%	2
O=C(Nc1ccc(OCC(=O)N2CCC(Cc3ccccc3)CC2)cc1)c1ccco1	2.1%	.
CCN(CC(=O)NCc1cccs1)c1nnnn1-c1ccccc1	3.7%	-1
COc1ccc(N=C2SC(CC(=O)Nc3ccccc3OC)C(=O)N2Cc2ccco2)cc1 (stereo not given)	-0.8%	6
O=C(c1ccccc1)c1ccc2nc(-c3ccc(NC(=O)c4ccccc4F)cc3)[nH]c2c1	1.4%	0
Fc1ccc(-c2n[nH]c(=S)n2CC2CCCO2)cc1 (stereo not given)	3.3%	.
O=C(c1ccc(S(=O)(=O)N2CCCCC2)cc1)N1CCN(c2ccccc2)CC1	-2.7%	-5
CN(C)C(=O)CN(c1ccc(F)c(Cl)c1)S(C)(=O)=O	0.8%	-1

Next section:
Structure	GlmU inhibition	RmlCD inh 1536
CCOc1ccc(-c2nc(CSCC(=O)NC3CCCc4ccccc43)c(C)o2)cc1 (stereo not given)	2.5%	-1
CCOC(=O)c1c(NC(=O)C2C3C=CC(CC3)C2C(=O)O)sc(C)c1CC (stereo not given)	2.4%	-2
C=CCOCCN(CC)CC	-2.9%	-12
CC(C)C(=O)Nc1ccc(C(=O)NNC(=S)NC(=O)c2ccccc2[N+](=O)[O-])cc1	-3.1%	.
COc1ccc(-c2n[nH]c(=S)n2-c2cc(OC)ccc2OC)cc1	4.2%	.
C/C(=C\c1ccccc1)CN1CCC(C(=O)N2CCCC(C)C2)CC1 (stereo not given)	4.5%	-7
O=[N+]([O-])c1ccc(C[n+]2ccc(Cc3ccccc3)cc2)cc1	2.1%	-16
CCOc1cc(/C=N/NC(=O)c2ccc(-c3csc(Nc4ccc(C)cc4)n3)cc2)ccc1OCC(=O)O	0.6%	-9

Continuation:
Structure	GlmU inhibition	RmlCD inh 1536
COc1ccc(N(C(=O)c2ccncc2)S(=O)(=O)c2ccc3c4c(cccc24)C(=O)N3C)cc1	-3.4%	7
O=C(NC1CCCCC1)C(c1ccc2ncccc2c1)N(Cc1ccc(F)cc1)C(=O)c1cccs1 (stereo not given)	2.9%	.
NC(=O)c1noc(C(=O)N(CC(=O)NC2CCCC2)Cc2ccc3c(c2)OCO3)c1N	0.8%	.
CCCCN(CC)CCCNC(=O)CC1Oc2ccccc2NC1=O (stereo not given)	0.5%	1
O=C1COc2ccc(C(=O)CSc3nnc(Cc4cccs4)n3-c3ccc(Cl)cc3)cc2N1	2.3%	?
COc1cc(/C=C(\C#N)c2nc3ccccc3[nH]2)c([N+](=O)[O-])cc1OCc1ccccc1	0.6%	.
CCC(=O)Nc1nc(C)c(-c2csc(Nc3cccc(C(=O)O)c3)n2)s1	7.7%	.
NC(=O)C(=O)N/N=C/c1c(F)c(F)c(F)c(F)c1F	1.9%	7

Rewritten as labelled records: part of the list above.
> COCCn1c(SCC(=O)OCc2ccccc2)nc2c1c(=O)[nH]c(=O)n2C
  GlmU inhibition = 0.0% | RmlCD inh 1536 = .

> COc1ccc(C2C(C(=O)O)c3ccccc3C(=O)N2Cc2ccco2)cc1 (stereo not given)
  GlmU inhibition = 3.3% | RmlCD inh 1536 = 13

> O=C(Oc1cc(-c2ccccc2)no1)c1ccc(F)cc1
  GlmU inhibition = 2.5% | RmlCD inh 1536 = -1

> COc1ccccc1N(CC(=O)NCC1CCCO1)C(=O)CCC(=O)Nc1nccs1 (stereo not given)
  GlmU inhibition = 3.3% | RmlCD inh 1536 = .

Additional entries follow:
Structure	GlmU inhibition	RmlCD inh 1536
COc1ccccc1N1CCN(C(=O)C2CCCCN2S(=O)(=O)c2ccc(C)cc2)CC1 (stereo not given)	4.7%	-2
COc1cccc(CNC(=O)CCS(=O)(=O)c2cccc3nonc23)c1	-2.1%	12
O=C(NCc1ccccc1)C1CCC1	-10%	-2
Cc1ccc2nc(SCC(=O)c3c(N)n(C)c(=O)n(C)c3=O)[nH]c2c1	0.4%	-10
CCn1c(CNC(=O)COc2ccc(C(C)C)cc2)nnc1SCC(=O)Nc1ccc(F)cc1	-5.0%	-8
COc1ccccc1N1CCN(C2CCN(C(=O)COc3cccc(C)c3)CC2)CC1	-0.6%	-4
COc1ccccc1NC(=O)c1nnn(Cc2ccccc2)c1NC(C)=O	0.2%	-3
Cc1ccc(SCCC(=O)N2CCOCC2)cc1	-5.1%	2

Continued.
Structure	GlmU inhibition	RmlCD inh 1536
Cc1ccccc1NC(=O)CSc1nc2cc3c(cc2cc1C)CCC3	0.8%	-3
CCOc1ccc(OCC)c(S(=O)(=O)N2CCOCC2)c1	0.9%	13
N#CC1=C2Sc3ccccc3N2CCCC1=O	-0.2%	.
Cc1ccc(C)c(N2CCN(C(=O)CCn3c(=S)[nH]c4cc5c(cc4c3=O)OCO5)CC2)c1	0.1%	9
Cc1ccc(CN=C(Nc2ccccc2)NC2CCCCC2)cc1	-3.2%	-21
CC(C)C(=O)Nc1ccc2oc(=O)ccc2c1	-4.3%	-4
O=C1CC(N2CCOCC2)C(=O)N1c1ccc2c(c1)OCO2 (stereo not given)	6.4%	.
O=C(COC(=O)Cc1c[nH]c2ccccc12)Nc1cccc2ccccc12	-2.2%	.
O=C(O)Cc1nc(-c2cccnc2)sc1-c1ccc(Br)cc1	-1.3%	.
O=C(CCc1ccccc1O)N/N=C/c1ccc(Sc2cccc3cccnc23)o1	4.9%	-4
CC(=O)Nc1sc(N/N=C\c2ccccc2F)nc1-c1cccs1	-3.5%	10
